HTR5A ag ctr: activates human HTR5A in OPRM1-OPRD1 agonist counter-screen. P47898. HTR5A agonist assay, luminescence, cell-based. activation, % at 9.3 µM. actives 0.61% (n = 340,000). AID 504692; in the data active means activation mostly above about 9.5%, no sharp cut-off; inactive means mostly below about 7.6%;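 further: 0% = cells with vehicle only and 100% = reference agonist; strong numbers were not always called active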
CAL-PDZ inh HTS: inhibitors of human CAL PDZ peptide binding; actives 0.92% (n = 300,000); Q9HD26; AID 602252; inhibition, % at 24.9 µM; purified CAL PDZ, TMR-peptide fluorescence polarization, 1 h;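 active means mean inhibition of at least 30% with at least half of replicates also reaching 30%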;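 further: 0% = DMSO neutral control and 100% = excess unlabeled competitor peptide PRC23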
HTR5A inv ag: counter-screen for OPRM1-OPRD1 inverse agonists: human HTR5A inverse agonism; P47898; HTR5A cell line, luminescence; inhibition, % at 9.3 µM; actives 0.083% (n = 340,000); AID 504634; in the data active means inhibition mostly above about 23%, no sharp cut-off; inactive means mostly below about 18%;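 further: 0% = cells with DMSO and 100% = no-cell wells with DMSO; some compounds called inactive have numbers as strong as hits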
MOR-DOR inv ag: inverse agonists of human mu-delta opioid receptor heterodimerization. P35372+P41143. cell-based MOR-DOR heterodimer luminescence, inverse agonism. inhibition, % at 9.3 µM. actives 0.21% (n = 340,000). AID 504357; in the data active means inhibition above about 22%, passing the limit was not always enough;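 further: 0% = cells with DMSO and 100% = wells without cells with DMSO; values of inactives mirror those of a sister screen read the other way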
Keap1-Nrf2 PPI: Keap1-Nrf2 (human) interaction inhibition. Q14145. Keap1 Kelch-Nrf2 peptide fluorescence polarization, 1536-well. inhibition, % at 9.4 µM. actives 0.15% (n = 340,000). AID 504523; in the data active means inhibition above about 12%;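 further: human Keap1 Kelch domain with fluorescein labeled Nrf2 9mer peptide probe; 0% = neutral control wells and 100% = peptide positive control; higher means more block of Keap1 binding to Nrf2 peptide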
LANA DNA inh: blocks KSHV LANA C-terminal domain binding to DNA; MBP-C-LANA/FAM-LBS DNA binding, fluorescence polarization; inhibition, % at 9 µM; actives 0.078% (n = 340,000); AID 504423;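 active means highest replicate inhibition at or above 60% at 9 µM, even if other replicates fall short; inactive means all replicates below 60% inhibition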;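 further: 0% = neutral control wells and 100% = 4 µM acridine orange control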
cardiac RTF act: increases calcium sensitivity of human cardiac regulated thin filaments | P19429+P45379 | IANBD-labeled TnC RTF fluorescence at EC20 calcium; 0% EC20 calcium, 100% full calcium | activation, % at 7.2 µM | actives 0.24% (n = 340,000);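 active means activation above the mean over all tested compounds plus 3 SD, cut at about 30% in these data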;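 further: rise in fluorescence read as greater calcium sensitivity of cardiac thin filaments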
V-ATPase pHluor: alters yeast V-ATPase proton transport | S. cerevisiae, pHLuorin cytosolic pH fluorescence | response, % at 10 µM | actives 0.37% (n = 350,000) | AID 504577; in the data active means response mostly above about 7.3%, no sharp cut-off; inactive means mostly below about 5.4%; further: actives read high; inactives centre near 0; some compounds called inactive have numbers as strong as hits; reference of the scale not given here
RTF Ca sens inh: cardiac RTF calcium desensitization. P19429+P45379. IANBD-labeled cardiac RTF, Ca2+ fluorescence. inhibition, % at 7.15 µM. actives 0.12% (n = 340,000);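 active means inhibition above the mean inhibition of all tested compounds plus 3 SD, cut at about 17% in these data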;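 further: assay run at fixed EC70 calcium of 1.6 mM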
MOR-DOR ag: OPRM1-OPRD1 heterodimerization agonism | actives 0.3% (n = 340,000) | activation, % at 9.3 µM | cells, luminescence; in the data active means activation above about 18%;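 further: 0% = vehicle-treated cells and 100% = reference agonist; values of inactives mirror those of a sister screen read the other way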
* marks the source's active call; other numbers are inactive results; nt = not tested or not shown.

SMILES	HTR5A ag ctr	CAL-PDZ inh HTS	HTR5A inv ag	MOR-DOR inv ag	Keap1-Nrf2 PPI	LANA DNA inh	cardiac RTF act	V-ATPase pHluor	RTF Ca sens inh	MOR-DOR ag
CCc1cccc(OCC(=O)Nc2cc(S(=O)(=O)N3CCOCC3)ccc2N2CCCC2)c1	3	-2	-10	8	-1	-0.2	3	7	1	-1.5
CCCCCn1c(CNC(=O)c2cccs2)nc2ccccc21	0	-5	29	6	-3	-3.6	3	-2	-3	-1.3
CCOc1cc(N2CCOCC2)c(OCC)cc1NC(=O)[C@H](C)NC(=O)c1ccco1	-3	6	-13	-8	1	0.7	-1	-5	1	1.0
COc1ccc(N2CCN(CCCNC(=S)Nc3c(C)cccc3C)CC2)cc1	-1	-8	3	8	2	1.3	-3	-2	1	-1.4
CCCC1=Nc2cc(C(=O)NCCCOCC)ccc2Sc2ccccc21	3	-3	1	5	-2	-0.3	-1	-3	-13	-0.7
COc1cc(/C=N/Nc2nc(=O)[nH]nc2C)cc(OC)c1O	1	-3	27	11	-5	-0.5	2	4	-5	-2.2
CCC(C)OC(=O)C1=C(C)O[C@]23OC(N)=C(C#N)[C@]12C(=O)c1ccccc13 (stereo partly specified)	6	-1	4	-6	0	-1.3	3	-3	6	1.0
COc1cc(NC(=O)CN(C)S(=O)(=O)c2ccc(-c3ccc(=O)[nH]n3)s2)cc(OC)c1	1	-6	25	-3	0	1.9	-1	0	-7	0.6
CC(C)(C)N1CC(OC(N)=O)C1	-2	1	7	14	-3	1.8	8	-3	-7	-2.7
Cc1noc2ncc(C(=O)c3cc(F)ccc3O)cc12	4	-7	-9	8	-4	-5.5	-4	-2	0	-1.7
CN1C(=O)CC(c2cn(Cc3ccccc3)c3ccccc23)C1=O (stereo unspecified)	0	0	-26	7	-3	1.5	-4	2	-1	-1.3
COc1ccc(OC)c(-n2c(SCC(=O)N3CCc4ccccc43)nc3c(c2=O)SCC3)c1	-4	-3	21	-5	1	0.3	1	-2	40*	0.9
CN(C)C(=O)CCc1ccc2c3c([nH]c2c1)[C@]1(CCc2ccccc2)[C@@H](C(=O)N2CCCCC2)C[C@H](CC(=O)NCc2ccco2)C(=O)N1CC3	0	-1	1	15	-1	-1.9	3	-2	-9	-3.0
O=C(NC1CC1)C1=C[C@@H](c2csc3ccccc23)C[C@@H](OCCCCO)O1	15	-2	24	9	-5	-0.4	5	0	3	-1.6
O=C1NC(c2ccc(O)cc2)Nc2ccccc21 (stereo unspecified)	3	-2	-10	17	0	1.7	9	-1	-10	-3.6

Just LANA DNA inh and cardiac RTF act (two entries from above):
SMILES	LANA DNA inh	cardiac RTF act
CCOc1cc(N2CCOCC2)c(OCC)cc1NC(=O)[C@H](C)NC(=O)c1ccco1	0.7	-1
COc1ccc(N2CCN(CCCNC(=S)Nc3c(C)cccc3C)CC2)cc1	1.3	-3

The listing continues:
SMILES	HTR5A ag ctr	CAL-PDZ inh HTS	HTR5A inv ag	MOR-DOR inv ag	Keap1-Nrf2 PPI	LANA DNA inh	cardiac RTF act	V-ATPase pHluor	RTF Ca sens inh	MOR-DOR ag
C/C(=N\NC(=O)c1nnn(-c2nonc2N)c1C(C)C)c1ccncc1	0	7	2	13	0	1.4	1	1	-4	-2.8
Cc1ccc(N2CC(C(=O)Nc3nnc(SCC(N)=O)s3)CC2=O)cc1 (stereo unspecified)	2	-7	-21	15	1	-0.6	-7	2	1	-2.8
CN(C(=O)CSc1nncc2ccccc12)C1CCCCC1	5	nt	-38	14	0	0.1	4	-4	-1	-2.9
Cc1ccc(/C=N/NC(=O)c2ccc(C(=O)N/N=C/c3ccc(C)s3)o2)s1	-6	-4	0	19	-4	1.4	-3	1	-2	-3.2
N=c1sccn1CC(=O)Nc1ccc([N+](=O)[O-])cc1Cl	4	-1	-41	3	1	-0.8	8	1	-5	-0.6
CCN(CC)S(=O)(=O)c1cc(NC(=O)c2ccc(Br)s2)ccc1C	3	5	5	1	-1	1.3	-6	-1	0	-0.2
CC(=O)OC(C(=O)NC1CCCCC1)c1ccc(Cl)c(Cl)c1 (stereo unspecified)	2	-3	-4	12	-4	-2.8	2	-1	-3	-2.6
CC1CCC(C(=O)NC(C(=O)NCc2ccccn2)C(C)C)CC1 (stereo unspecified)	5	-2	0	4	-6	0.4	5	1	5	-0.7
COc1nc(NCCc2ccc(OC)c(OC)c2)nc(Nc2ccccc2)n1	-1	-5	3	11	1	-0.8	-2	-2	2	-2.3
CC(=O)Nc1ccc(Oc2nc(-c3cccnc3)nc3sc4c(c23)CCCC4)cc1	0	67*	-12	12	-5	1.4	2	1	-15	-2.4
CCN1CCN(C(=O)CCc2nnc(CCc3ccccc3OC)o2)[C@@H](C)C1=O	2	-1	-9	13	0	-0.6	-1	0	0	-2.5
CCOc1ccc(NS(=O)(=O)c2ccc(C(=O)N(C)CCc3ccc(OC)c(OC)c3)cc2)cc1	6	-6	9	-2	-6	1.1	-2	1	1	0.4
O=C(OCC(=O)N1CCOCC1)c1ccccc1OCc1ccccc1	-5	5	12	19	-2	0.3	-4	2	-4	-4.9
CN(CC1CCCN(CCc2ccc(Cl)cc2)C1)C(=O)c1ccco1 (stereo unspecified)	3	1	-36	14	-5	1.1	0	0	2	-2.5
O=C1c2ccccc2C(=O)C12OC(c1ccccc1)C1(C(=O)c3ccccc3C1=O)C2c1ccc([N+](=O)[O-])cc1 (stereo unspecified)	3	-2	8	0	-2	1.1	6	-2	2	0.1
O=C(N/N=C\c1ccc(Sc2ccccn2)o1)c1cccc(F)c1	0	1	-5	6	-1	0.3	-2	3	-11	-1.1
O=C(/C=C/c1ccc(Cl)cc1)N1CCN(Cc2ccccc2)CC1	0	-2	0	-12	0	0.1	-8	3	2	2.7
CS(=O)(=O)N(CC(=O)N1CCc2ccccc2C1)c1ccccc1Br	1	-2	-5	16	-6	-2.4	-4	-2	-5	-3.4
Cc1ccc(-c2[nH]nc(N)c2N=Nc2cccc(Cl)c2C)cc1	-4	1	-9	-50	3	1.7	-2	4	16	8.5
CCN1CCN(C(=O)c2ccccc2N(Cc2ccccc2)S(=O)(=O)c2ccc(C)cc2)CC1	-1	-5	2	11	1	0.2	-5	-1	-7	-2.0
CSc1cccc(NS(=O)(=O)c2cc(Br)cnc2N)c1	7	-12	6	-11	-2	-0.7	-1	-2	-5	2.1
COc1ccc(CCNC(=O)CN(c2ccccc2OC)S(=O)(=O)c2ccc(C)cc2)cc1	1	-3	9	-7	-1	0.3	-2	0	-11	1.0
COc1cc(OC)cc(C(=O)N[C@H](C(=O)OCC(=O)Nc2cccc(F)c2)C(C)C)c1	-2	-1	-9	5	-4	0.1	-5	2	-14	-0.8
CC1(C)Cc2cccc(OCC(=O)OCC(=O)Nc3ccc(C(N)=O)cc3)c2O1	3	5	7	-3	1	-0.4	0	-4	-10	0.5
Cc1ccc([C@@H]2[C@@H]3C(=O)N(C)C(=O)[C@@H]3[C@]3(Cc4ccccc4)C(=O)N(Cc4ccccn4)CC(=O)N23)o1	-5	-5	-10	10	5	-2.1	-3	1	5	-1.7
CNc1nc(-c2ccccc2)cc(C)c1S(C)(=O)=O	0	-1	-41	5	-1	-0.4	0	-1	1	-1.1
COc1ccc(NC(=O)CCNS(=O)(=O)c2cccc3nsnc23)cc1	6	1	-16	24	-2	-0.3	-4	1	-2	-4.6
Cc1ccc(S(=O)(=O)N2CC3CCCN3c3ccc(C(F)(F)F)cc32)cc1 (stereo unspecified)	0	-1	-27	0	-7	-0.1	2	6	10	0.0
Cc1ncc(CN2CCN(Cc3ccc(F)cc3)C(CCO)C2)s1 (stereo unspecified)	1	2	-3	13	-2	-0.5	6	3	-3	-2.5
CC(=O)Nc1cccc(NC(=O)CSc2nn3c(=O)c(C)nnc3s2)c1	4	nt	-11	8	-3	-0.6	2	-1	-1	-1.5
CCCCn1c(=O)c(C(C)=O)c(O)c2ccccc21	2	-6	-6	-3	2	0.7	2	4	18*	0.7
Cc1ccc2c(c1)N(CCCC(=O)NCc1ccc3c(c1)OCO3)C(=O)CO2	4	nt	-11	4	-1	0.5	-10	-1	-1	-0.6
CC1(C)OC2OC(COC(=O)c3ccc([N+](=O)[O-])cc3)C3OC(C)(C)OC3C2O1 (stereo unspecified)	-4	1	12	-21	8	-1.4	-3	-1	-1	3.5
CCOC(=O)c1sc2ncn(/N=C/c3ccc(O)cc3)c(=O)c2c1C	-2	nt	2	-6	0	0.6	-4	3	1	1.1
O=C1N=C(N2CCN(c3ccccc3)CC2)S/C1=C/c1cccs1	1	-4	-3	-3	-3	0.4	-2	-3	1	0.5
Cc1cccc(N2CCN(C(=O)c3cc(C)oc3C)CC2C)c1 (stereo unspecified)	-2	14	5	2	-4	2.1	-5	0	-8	-0.3
Cc1nnc(SCC(=O)N(C)C2CCCCC2)s1	6	2	1	17	1	2.3	1	-4	-10	-3.4
CC1CCc2cc(F)ccc2N1C(=O)CCl (stereo unspecified)	1	4	-3	9	1	-1.2	1	-2	5	-1.9
Cc1cnc(C(=O)OCC(=O)Nc2ccc(Cl)cc2Cl)cn1	3	-4	5	0	7	-0.1	1	-2	0	0.0
Cc1n[nH]c(C)c1CCC(=O)N/N=C/c1cccc([N+](=O)[O-])c1	nt	0	nt	nt	-2	0.0	nt	-1	nt	nt
Cc1ccc(S(=O)(=O)N2CCC(C(=O)NCC3CCCCC3)CC2)cc1	-5	-6	14	-4	-1	-1.0	-4	3	10	0.5
CCC(C)Sc1nc(O)c(Cc2ccccc2)c(=O)[nH]1 (stereo unspecified)	6	-5	-12	-14	2	-3.4	-7	0	-25	2.2
CC(=O)c1cccc(NC(=O)NC2CCCCC2)c1	1	-9	3	9	-2	-0.3	2	3	-7	-1.8
S=C(NCC1CCCO1)N1CCN(c2nc(-c3ccccc3)cs2)CC1 (stereo unspecified)	6	0	-25	-9	-1	-1.4	-3	1	0	1.9
CCOc1cccc(C(=O)Nc2cc(-c3nn4c(C)nnc4s3)ccc2C)c1	-2	nt	5	6	4	0.1	4	1	-4	-1.2
CCOC(=O)c1cc(C(=O)Nc2ccccc2F)nn1C	2	-7	15	4	-5	2.0	2	1	-12	-0.8
Cc1cc(-n2c(C)cc(C(=O)COC(=O)CN=C3NS(=O)(=O)c4ccccc43)c2C)no1	-2	-2	10	8	-2	1.7	-9	1	7	-1.6
Cc1cc(C)nc(NS(=O)(=O)c2ccc(NC(=O)c3ccc(S(=O)(=O)N(C)C)cc3)cc2)n1	8	-4	-29	11	-3	-1.8	-4	2	-4	-2.2
O=C(Oc1ccc2ccccc2c1)c1ccco1	-5	-5	-7	-4	6	-0.8	2	-40	-13	0.8
C/C(=N\NC(=O)CC(C)C)c1c(C(F)(F)F)[nH]n(-c2nc3ccccc3s2)c1=O	3	-4	-10	15	-2	0.1	2	-5	-2	-3.0
COc1ccc(-c2nnc(SCC(=O)N3c4ccccc4Sc4ccccc43)o2)cc1	-2	-4	-14	2	-3	0.0	-6	0	5	-0.3
O=C(O)CCCNS(=O)(=O)c1ccccc1	4	-2	-10	11	-2	0.0	-4	0	-3	-2.0
Cc1ccc(NC(=O)CSc2ccccn2)cc1S(=O)(=O)N1CCOCC1	7	-3	3	1	-5	-1.7	4	0	0	-0.2
